Bioassay records: PubChem BioAssay, several laboratories
aSyn 5UTR inh – 5' untranslated region of α-synuclein, MLPCN primary screen | alpha-synuclein 5'UTR reporter, inhibitor activity | inhibition, % (tested at 7.5 µM) | actives 0.82% (n = 300,000) | AID 1813; in the data active means inhibition above about 60%;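 further: H4 neuroglioblastoma cells stably carrying SNCA 5'UTR luciferase fusion; 0% = DMSO wells and 100% = positive control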
HSF-1 act – increases HSF-1 driven luciferase reporter signal; NIH3T3-HGL HSF-1 luciferase reporter, MG132, 8 h; 100% = twice DMSO control signal; actives 1.7% (n = 300,000); AID 504408; activation, % at 9 µM;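 active means mean replicate activation of at least 50% with a set share of replicates each reaching 50%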;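 further: 0% = median of the neutral control wells and 100% = twice that signal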
GSK3B inh – human GSK3beta kinase inhibition | P49841 | GST-GSK3beta kinase, ADP-Glo luminescence, 60 min; hits give low values | activity score (negative = inhibition), % at 10 µM | actives 0.038% (n = 300,000) | AID 2097;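 active means more than half of replicate wells score below -50%, meaning over 50% inhibition versus plate controls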;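 further: 0% = median DMSO wells and -100% = median GW8510 positive control wells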
Target sequence (P49841 whole entry, looked up): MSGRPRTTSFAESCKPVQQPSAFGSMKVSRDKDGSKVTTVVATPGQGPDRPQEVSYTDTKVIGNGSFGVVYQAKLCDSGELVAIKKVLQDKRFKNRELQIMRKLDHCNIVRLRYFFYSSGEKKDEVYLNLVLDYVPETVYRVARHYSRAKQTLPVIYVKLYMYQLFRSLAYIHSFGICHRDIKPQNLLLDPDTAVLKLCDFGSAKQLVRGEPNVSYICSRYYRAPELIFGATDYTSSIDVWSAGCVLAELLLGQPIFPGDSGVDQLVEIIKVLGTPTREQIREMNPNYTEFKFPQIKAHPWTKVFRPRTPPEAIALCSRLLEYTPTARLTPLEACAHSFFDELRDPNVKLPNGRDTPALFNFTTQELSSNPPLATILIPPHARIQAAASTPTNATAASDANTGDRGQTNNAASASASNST
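Test system: GST-fused GSK3beta enzyme, cell-free | Quantity: 1.6 ng GST-GSK3beta enzyme per well | Reagent: 25 µM ATP with peptide substrate | Schedule: 60 min enzyme reaction, room temperature | Signal: Luminescent ADP-Glo measurement of ADP formed | Read-out basis: Score relative to plate controls | Control set: DMSO and 20 µM GW8510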
AI-2 QS mod – Vibrio harveyi AI-2 quorum sensing modulation | actives 0.4% (n = 300,000) | activity change, % at 7.5 µM | Vibrio harveyi JMH597 AI-2 luminescence/OD600 ratio, 9 h; hits give low values; strain lacks LuxN and CqsS sensors; 0 = neutral-control median; in the data active means activity change below about -75%, passing the limit was not always enough;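 further: luminescence divided by OD600 gain over 9 h not by final OD600 alone; inactives centre near 13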
IEC-6 cytotox – counter-screen for KLF5 inhibitors: cytotoxicity in IEC-6 cells; actives 0.78% (n = 290,000); IEC-6 cytotoxicity, luminescence viability; inhibition, % at 5 µM; in the data active means inhibition above about 22%;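 further: 0% = plate median of test compound wells and 100% = cytotoxic reference compound wells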
GSK3A inh – inhibitors of human GSK-3 alpha kinase; ADP-Glo luminescence, 60 min; P49840; inhibition, % at 10 µM; actives 0.1% (n = 320,000);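 in the data active means inhibition above about 50%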;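 further: GST-tagged GSK-3 alpha with peptide substrate and 25 µM ATP; 0% = DMSO neutral wells and 100% = GW8510 positive control wells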
Target sequence (P49840 whole entry, looked up): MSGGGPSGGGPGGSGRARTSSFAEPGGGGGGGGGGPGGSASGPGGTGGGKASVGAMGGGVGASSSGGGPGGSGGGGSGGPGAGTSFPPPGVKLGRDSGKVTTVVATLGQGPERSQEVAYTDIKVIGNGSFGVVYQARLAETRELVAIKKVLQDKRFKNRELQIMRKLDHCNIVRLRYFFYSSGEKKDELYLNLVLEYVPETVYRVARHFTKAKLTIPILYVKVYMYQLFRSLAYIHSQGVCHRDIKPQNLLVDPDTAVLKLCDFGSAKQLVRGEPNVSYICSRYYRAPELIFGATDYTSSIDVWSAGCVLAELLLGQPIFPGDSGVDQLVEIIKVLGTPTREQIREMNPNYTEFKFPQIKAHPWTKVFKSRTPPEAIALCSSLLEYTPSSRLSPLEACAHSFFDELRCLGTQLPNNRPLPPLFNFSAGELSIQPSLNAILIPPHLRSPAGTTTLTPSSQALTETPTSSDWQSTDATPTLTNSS
HSP90 refold inh – HSP90 refolding inhibition in rabbit reticulocyte lysate; luciferase refolding luminescence, 3 h; actives 0.91% (n = 290,000); inhibition, % at 5.6 µM;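 active means inhibition above the screen-wide mean plus 3 SD, computed separately per campaign, cut at about 16% in these data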;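 further: 0% = DMSO wells and 100% = 60 µM geldanamycin wells; inhibitors lower the luminescence because luciferase stays unfolded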
HIF activator – HIF pathway transcriptional activation; U2OS HRE-luciferase reporter, luminescence; normalized: DMSO 0%, desferrioxamine 100%; activation, % at 7.5 µM (by protocol); actives 0.32% (n = 300,000);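 active means mean activation of at least 10% of the iron chelator positive control signal, with at least half of replicates also reaching 10%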
KLF5 inhibitor – inhibitors of KLF5 expression. DLD-1 KLF5 promoter-luciferase reporter, luminescence. inhibition, % at 5 µM. actives 0.23% (n = 290,000). AID 1700;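 active means inhibition above a per-plate limit of that plate's mean compound inhibition plus 3 SD, cut at about 60% in these data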;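 further: 0% = DMSO wells and 100% = LY294002 at 200 µM; higher means less KLF5 promoter-driven luciferase light; inactives centre near -14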
HSF1 inh – HSF1 inhibition. activity change, negative = inhibition, % at 7.5 µM (by protocol). AID 2098. NIH3T3-HGL HSE-luciferase, MG132-induced, luminescence 8 h; hits give low values. actives 0.77% (n = 300,000);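 active means more than half of replicate wells show activity change below -50%, luminescence cut by over half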;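 further: luciferase reports HSF-1 transcriptional activity via heat shock element; 0% = median of DMSO wells and -100% = zero luminescence signal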
Starred values were filed as active, the others as inactive; / = not tested or not shown.

SMILES	aSyn 5UTR inh	HSF-1 act	GSK3B inh	AI-2 QS mod	IEC-6 cytotox	GSK3A inh	HSP90 refold inh	HIF activator	KLF5 inhibitor	HSF1 inh
CCN(CC)CCNC(=O)c1nn(-c2ccc(C)cc2)c(=O)c2c1c1ccccc1n2C	-64	8	2	20	-8	2	1	-3.9	-34	-1
Cc1ccccc1CN1C(=O)CSc2ccc(C(=O)N3CCOCC3)cc21	8	2	-1	11	1	0	6	23*	-32	1
Clc1cccc(Cl)c1NC1=NCCN1	3	-6	-1	21	0	0	2	-0.2	-10	3
CC(Oc1ccc2ccccc2c1)C(=O)N/N=C/c1cccnc1 (stereo unspecified)	9	1	0	15	4	-1	-4	-1.1	-26	-3
COc1ccc2cc(-c3[nH]ncc3CNCCn3nc(C)cc3C)ccc2c1	-55	-15	1	-9	8	0	1	0.6	-21	-12
CCOC(=O)c1cnc(SCC(=O)N2CCN(c3ccccc3)CC2)nc1N	4	2	2	7	-3	0	0	-0.1	-1	-5
CC1CC(=O)Nc2ccccc2N1S(=O)(=O)c1ccccc1 (stereo unspecified)	4	-1	2	34	0	-2	4	-0.1	-18	-13
O=C(CCC(=O)Nc1ccccc1)NNC(=O)C(c1ccccc1)c1ccccc1	11	28	6	19	0	0	0	0.2	-22	0
Cc1ccc(-c2nc(C=Nc3ccccc3)c(O)o2)cc1	-102	-7	-4	9	-5	0	1	3.2	-20	-3
COc1ccc(NC2=NCC(=O)N2c2ccccc2)c(OC)c1	18	-39	8	0	0	0	7	-1.5	-16	-23
Cc1ccc(C(=O)Cn2c(C(=O)OCCO)cc3ccccc32)cc1	30	-3	0	8	26*	-1	-2	6.1	-6	-7
O=C(O)c1ccccc1COc1ccccc1Cl	-27	-58	6	40	-1	-4	1	0.5	-18	-56*
CCC(CC)Nc1ccc(C(CC(N)=O)NC(=O)c2ccccc2)cc1[N+](=O)[O-] (stereo unspecified)	6	-13	0	-1	-2	2	-8	-1.0	-2	3
COc1ccc(Cc2nnc(SCC(=O)c3ccccc3)o2)cc1	-2	-8	3	26	3	0	3	-0.8	4	1
CC(C)OC(=O)C1C(=O)CC(C)(O)C(C(=O)OC(C)C)C1c1ccc(F)cc1 (stereo unspecified)	12	6	-2	15	0	-2	2	0.1	-3	-1
C=CCc1cc(C=O)cc(OC)c1OCc1ccc(C(=O)O)cc1	1	-7	-1	18	-2	0	4	0.0	-17	6
Cc1ccc(N(C(=O)c2snc(C(N)=O)c2N)C(C(=O)NC2CCCC2)c2ccco2)cc1 (stereo unspecified)	24	11	3	-4	-11	/	6	-1.2	-20	1
CCCN1CCN(c2ccc([N+](=O)[O-])cc2C#N)CC1	17	-16	1	29	3	-2	0	-1.0	0	-4
O=C1CCCN1CC(O)CS(=O)(=O)Cc1ccc(Cl)c(Cl)c1 (stereo unspecified)	5	5	3	14	1	-2	0	0.7	-27	-3
COc1ccc(C(NC(=O)c2cccnc2)c2cc(Cl)c3cccnc3c2O)cc1OC (stereo unspecified)	76*	-6	1	-9	7	15	-1	12*	1	-10
COc1ccc(CCNC(=O)c2ccc(Br)cc2)cc1	-19	3	-1	31	-5	-2	-3	-0.6	-34	-3
Cc1ccc(Oc2c(C)nc(-c3ccccc3)[nH]c2=O)cc1	26	21	-3	5	1	-1	2	-0.4	-4	3
Cc1nc(C)c(C(=O)N2CCCC(C(=O)c3ccc(Cl)cc3C)C2)s1 (stereo unspecified)	-16	0	2	5	0	-1	4	0.1	-11	0
Cc1cc(C(=O)Nc2ccccc2)oc(=O)c1	-85	17	0	7	6	-1	0	2.2	-78	14

Eleven consecutive entries out of the list so far, for reference:
SMILES	aSyn 5UTR inh	HSF-1 act	GSK3B inh	AI-2 QS mod	IEC-6 cytotox	GSK3A inh	HSP90 refold inh	HIF activator	KLF5 inhibitor	HSF1 inh
COc1ccc(Cc2nnc(SCC(=O)c3ccccc3)o2)cc1	-2	-8	3	26	3	0	3	-0.8	4	1
CC(C)OC(=O)C1C(=O)CC(C)(O)C(C(=O)OC(C)C)C1c1ccc(F)cc1 (stereo unspecified)	12	6	-2	15	0	-2	2	0.1	-3	-1
C=CCc1cc(C=O)cc(OC)c1OCc1ccc(C(=O)O)cc1	1	-7	-1	18	-2	0	4	0.0	-17	6
Cc1ccc(N(C(=O)c2snc(C(N)=O)c2N)C(C(=O)NC2CCCC2)c2ccco2)cc1 (stereo unspecified)	24	11	3	-4	-11	/	6	-1.2	-20	1
CCCN1CCN(c2ccc([N+](=O)[O-])cc2C#N)CC1	17	-16	1	29	3	-2	0	-1.0	0	-4
O=C1CCCN1CC(O)CS(=O)(=O)Cc1ccc(Cl)c(Cl)c1 (stereo unspecified)	5	5	3	14	1	-2	0	0.7	-27	-3
COc1ccc(C(NC(=O)c2cccnc2)c2cc(Cl)c3cccnc3c2O)cc1OC (stereo unspecified)	76*	-6	1	-9	7	15	-1	12*	1	-10
COc1ccc(CCNC(=O)c2ccc(Br)cc2)cc1	-19	3	-1	31	-5	-2	-3	-0.6	-34	-3
Cc1ccc(Oc2c(C)nc(-c3ccccc3)[nH]c2=O)cc1	26	21	-3	5	1	-1	2	-0.4	-4	3
Cc1nc(C)c(C(=O)N2CCCC(C(=O)c3ccc(Cl)cc3C)C2)s1 (stereo unspecified)	-16	0	2	5	0	-1	4	0.1	-11	0
Cc1cc(C(=O)Nc2ccccc2)oc(=O)c1	-85	17	0	7	6	-1	0	2.2	-78	14

Remaining list, next part:
SMILES	aSyn 5UTR inh	HSF-1 act	GSK3B inh	AI-2 QS mod	IEC-6 cytotox	GSK3A inh	HSP90 refold inh	HIF activator	KLF5 inhibitor	HSF1 inh
Cc1onc(-c2ccccc2Cl)c1C(=O)NCCN1CCOCC1	11	8	4	17	-6	0	-3	0.0	-25	-7
Cc1cc2cccc(C)c2nc1SCC(=O)NC1CCCCC1	4	-9	4	13	1	-1	2	0.1	6	7
COc1cc(NC(=O)Nc2ccc3c(c2)OCO3)cc(OC)c1OC	-34	-1	0	17	2	0	0	-0.1	-17	3
Cc1ccc(C(=O)COC(=O)c2cc(Cl)ccc2O)cc1[N+](=O)[O-]	13	1	2	19	5	0	2	-0.5	-9	5
CC(=O)Nc1c(C)ccc2nsnc12	3	1	-1	3	8	-4	5	-0.5	1	-3
CCc1nnc(NC(=O)c2ccc(S(=O)(=O)N(CC)Cc3ccccc3)cc2)o1	9	-11	1	15	26*	5	2	-37	23	4
COc1ccc(S(=O)(=O)NCCSCc2ccco2)cc1OC	-15	12	1	4	-2	-1	-9	-0.6	8	4
CS(=O)(=O)c1cccc(-c2nnc(NC(=O)c3ccc(S(=O)(=O)N4CCCC4)cc3)o2)c1	-8	5	3	23	/	-1	/	-0.2	/	-1
CCCCc1ccc(NC(=O)CSc2nnc(C)c(=O)n2N)cc1	7	17	-1	-30	4	0	1	-0.3	-31	7
O=C(Nc1ccc(N2CCN(C(=O)c3ccco3)CC2)cc1)c1ccccc1	-8	-9	1	26	0	-5	-5	1.6	-51	1
Cc1cc(C)c(NC(=O)COc2ccc(-n3cnnn3)cc2)c(C)c1	16	4	1	4	-4	3	2	0.0	-21	-4
Cc1ccc(C(=O)Oc2ccc(-c3nccc(-c4ccccn4)n3)cc2)cc1	-144	10	-6	9	-6	0	-3	1.1	-40	0
CN1CCN(NC(=O)c2ccc(Cl)s2)CC1	15	-3	-23	1	-4	-3	-3	0.1	-21	-4
N#Cc1c(N)nc2c3c(sc(=N)c2c1N)NC(=O)CC3c1ccccc1 (stereo unspecified)	5	-60	-29	31	-3	13	-1	0.5	-11	-42
CCCCOc1ccccc1N1CCN(CCCN2C(=O)C3CCCN3C2=O)CC1 (stereo unspecified)	-1	0	4	14	-3	-5	0	0.8	-8	7
O=C1CCC(C(=O)N2CCCC2)CN1Cc1cccc(C(F)(F)F)c1 (stereo unspecified)	19	8	-2	0	0	0	-5	0.2	-7	4
COc1ccc(C(=O)Nc2c(N)nc(SCC(=O)Nc3ccc(NC(C)=O)cc3)[nH]c2=O)cc1OC	10	0	1	8	1	0	3	0.0	-23	-7
C=CCCC(=O)Nc1nc(C)c(-c2csc(Nc3ccccc3OC)n2)s1	-12	-52	-1	3	7	-1	1	3.7	6	-39
O=C(NCc1nc2ccccc2[nH]1)C1=C[C@H](c2ccc3c(c2)OCO3)C[C@H](OCc2ccc(CO)cc2)O1	13	-9	1	30	2	0	-1	-0.7	-23	-6
Cc1cccc(NC(=O)Cc2nnc(NC(=O)Nc3ccccc3F)s2)c1	-24	0	-4	6	1	-3	-6	-0.1	-7	-4
COC(=O)CC1(C(=O)OC)Oc2ccc(Br)cc2C(=O)N1c1ccc(Br)cc1Cl (stereo unspecified)	-17	1	0	26	3	-1	3	0.9	-28	-4
CN(C)CCn1c(=N)n(CC(O)c2ccc(Cl)c(Cl)c2)c2ccccc21 (stereo unspecified)	-51	-13	-4	14	2	1	-1	-0.7	1	-9
CCOc1ccc(N(CC(=O)N/N=C(\C)c2cccc(NC(C)=O)c2)S(=O)(=O)c2ccccc2)cc1	-4	33	-1	11	-5	-5	2	-0.2	-29	-1
COC(=O)CCCNC(=O)OCc1ccc([N+](=O)[O-])cc1	-4	-11	0	10	3	-3	-1	-0.3	-57	-2
O=C(Cc1ccccc1)NCC(=O)N1CCCCCC1	-6	17	0	-9	-2	0	1	-0.2	-28	-7
COc1cccc(C(=O)NCC(=O)N/N=C/c2ccc(OC(=O)c3cccs3)c(OC)c2)c1	11	10	-3	42	10	-2	-3	-5.3	-9	6
COc1cccc(CNC(=O)c2cc3c(C)nc4ccccc4c3o2)c1	5	2	0	6	1	3	0	-0.2	-16	-6
COc1cccc(C(=O)NCCSc2ccc(F)cc2)c1	-157	29	-3	-1	-2	0	-2	3.2	-59	30
COc1ccccc1NC(=O)C1C2C=CC(C2)C1C(=O)NCc1cccnc1 (stereo unspecified)	-5	1	4	17	0	0	-1	1.3	-29	-4
CC(=O)c1ccc(NC(=O)C[n+]2cccc(C)c2)cc1	11	10	0	1	10	-1	0	-1.5	3	-4
CCCn1c(Cc2ccccc2)n[nH]c1=S	1	-4	1	7	2	1	7	-0.5	-7	-4
O=C(NCc1ccc(Cl)cc1Cl)c1ccccn1	/	/	/	/	4	-1	0	/	-21	/
CC(=O)NC1=NN(C(C)=O)C(C)(c2ccco2)S1 (stereo unspecified)	17	11	0	15	-2	3	-4	0.3	12	1
